From PubChem
GCN5L2 inh – qHTS Assay for Inhibitors of GCN5L2; AID 504327, 2011; GCN5L2 HAT assay, ThioGlo1 CoA-SH fluorescence; 0.21% of 390,000 active; Potency, µM (top dose mostly 58.9 µM), for the others: at the highest dose activity change, negative = inhibition, hits mostly inhibitors; active means well fitted inhibition curve with a large enough effect; inconclusive means small, poorly fitted or top-dose-only effect, or another doubt; inactive means no such curve, though single readings can be large or run the other way
Target sequence (Q92830 whole entry, looked up): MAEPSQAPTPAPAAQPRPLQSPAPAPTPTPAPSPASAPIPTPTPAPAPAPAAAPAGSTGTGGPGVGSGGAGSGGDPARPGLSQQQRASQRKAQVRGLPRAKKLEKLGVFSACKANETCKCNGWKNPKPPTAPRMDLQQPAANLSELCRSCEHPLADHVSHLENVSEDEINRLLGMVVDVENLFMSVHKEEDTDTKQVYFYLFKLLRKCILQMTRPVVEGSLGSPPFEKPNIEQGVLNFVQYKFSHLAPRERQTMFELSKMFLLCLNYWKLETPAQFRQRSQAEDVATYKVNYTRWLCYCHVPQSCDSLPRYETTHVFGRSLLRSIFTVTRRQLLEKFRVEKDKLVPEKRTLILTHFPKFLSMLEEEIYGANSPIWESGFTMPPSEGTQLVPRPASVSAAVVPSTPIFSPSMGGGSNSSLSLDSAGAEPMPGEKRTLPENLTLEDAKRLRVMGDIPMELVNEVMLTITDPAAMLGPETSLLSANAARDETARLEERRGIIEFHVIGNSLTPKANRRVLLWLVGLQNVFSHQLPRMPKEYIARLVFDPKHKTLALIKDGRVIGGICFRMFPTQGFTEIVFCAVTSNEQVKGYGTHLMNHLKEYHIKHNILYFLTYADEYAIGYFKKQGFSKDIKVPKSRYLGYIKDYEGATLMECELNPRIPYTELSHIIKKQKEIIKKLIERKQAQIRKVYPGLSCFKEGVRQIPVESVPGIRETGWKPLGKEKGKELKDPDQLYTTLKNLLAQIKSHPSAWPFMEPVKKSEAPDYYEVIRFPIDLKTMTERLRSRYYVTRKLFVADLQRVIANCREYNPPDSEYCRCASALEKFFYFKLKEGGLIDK
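Titration-based screen in which CoA formation is detected via maleimide probe ThioGlo1 (50uM) turning fluorescent on thiol reaction; substrates H3(1-25) 75uM and acetyl-CoA 70uM, GCN5L2 20nM, 20 min incubation at room temperature.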
The depositor's hits bear a star; ? = inconclusive; & = joins results of further samples; [ ] = another dose, or the depositor's remark. On the % scale 0 is the no-effect control and ±100 the full control effect; potency means the concentration at half of the fitted maximal effect. An excerpt. The share of hits here may be higher or lower than overall.

GCN5L2 inh	structure
1%	COc1ccc(/C=C(\C#N)C(=O)OCC(=O)NCc2ccc(Cl)cc2)cc1
-2%	Fc1ccccc1-c1n[nH]c(=S)n1C1CC1
-3%	CCc1ccc(NC(=O)C(=O)NCCc2sc(-c3ccc(C)cc3)nc2C)cc1
-7%	CC(=O)OCC1O[C@@H](O[C@@H]2C[C@H]3C(C)(C)[C@H](OC(C)=O)CC[C@]3(C)[C@H]3CC[C@]45C[C@]4(CC[C@H]5[C@@H](C)C[C@@H](O)[C@H](O)C(C)(C)O)[C@@]32C)[C@H](O)[C@@H](O)[C@@H]1O (stereo partly specified)
0%	O=C(NCCCCN1CCN(c2cccc(Cl)c2Cl)CC1)c1ccc2c(c1)Cc1ccccc1-2
-3%	Cc1cc(C)nc(-n2nc(C)c3c(C)c(C)c(C)nc32)n1
-4%	O=C(CC(=O)NC1CCCCC1)N/N=C/c1ccccc1F
-5%	COC(=O)c1cccc(-c2noc(-c3ccccc3F)n2)c1
-2%	O=C(O)c1nn(-c2ccccc2-c2n[nH]c(=O)[nH]c2=O)c(=O)[nH]c1=O
-19%	O=C(NC1CCCCCC1)c1c(O)c2cccc3c2n(c1=O)CCC3
7%	CCSc1ncnc2c1sc1nc(-c3ccco3)c3c(c12)CC(C)(C)OC3
-3%	COc1cc(NC(=O)CCN2CCN(c3ccccc3)CC2)cc(OC)c1
-3%	O=C1c2oc3ccc(Br)cc3c(=O)c2C(c2cccnc2)N1Cc1ccco1 (stereo unspecified)
4%[88.6 µM]	Cc1cccc(-c2cccc(-c3cc(=O)oc4cc5c(cc34)OCO5)c2)c1
-5%	CCCCC(=O)N1c2ccccc2C(C)(c2ccccc2)CC1(C)C (stereo unspecified)
-7%	CC(=O)C1=C(O)C(=O)N(Cc2cccnc2)C1c1ccc(C)cc1 (stereo unspecified)
-6%	NC(=O)N=Nc1c(O)[nH]c2c(Br)cc(Br)cc12
9%	O=C(Nc1ccc(F)cc1F)c1cnn(-c2ccc(F)cc2)c1-n1cccc1
-6%	COc1cccc2cc(C(=O)Nc3ccc(CC(=O)O)cc3)c(=O)oc12
-17%	Cc1ccc(NC(=O)c2ccc3ncsc3c2)cc1S(=O)(=O)N(C)C
?	O=c1ccc2cc3c([nH]c4ccc(Br)cc43)oc-2c1O
-5%	CC1=NN(c2ccccc2)C(=O)C1N=Nc1ccc(C)cc1 (stereo unspecified)
-2%	COc1cc(OC)cc(C(=O)Nc2cc(-c3nc4cc(Cl)ccc4o3)ccc2Cl)c1
-8%	Cc1ccc(C)c(NC(=O)/C(C#N)=C/c2ccc(Sc3nncn3C)c([N+](=O)[O-])c2)c1
5%	COc1ccc(/C=C/c2cc(OC)cc(=O)o2)cc1
-2%	O=C1Nc2ccccc2N2CCCC12 (stereo unspecified)
?	CN(C)Cc1nc(-c2cn(C)c3ccccc23)no1
-3%	O=C(O)C1CCCN1S(=O)(=O)c1cccs1 (stereo unspecified)
-9%	Clc1cccc(-c2nn3c(-c4ccncc4)nnc3s2)c1
-4%	CCCCCCCCCCC(=O)NNC(=O)c1c(O)c2ccccc2n(CC)c1=O
1%	O=C(NC1CCCCC1)NC1CC2CCC(C1)N2C(=O)NC1CCCCC1 (stereo unspecified)
-12%	COc1ccc2cc(/C(C)=N/NC(=S)Nc3cc(S(=O)(=O)N4CCOCC4)ccc3N3CCOCC3)ccc2c1
-3%	CCc1ccccc1NC(=O)c1ccc2c(c1)N(Cc1cccc(Cl)c1)C(=O)c1ccccc1S2(=O)=O
0%	CCCCC(=O)N(Cc1ccc(-c2ccccc2-c2nn[nH]n2)cc1)[C@H](C(=O)O)C(C)C
-2%	CCOC(=O)c1sc2ncn(/N=C/c3ccccn3)c(=O)c2c1C
0%	CC[C@H](C)[C@H](NC(=O)[C@H](CO)NC(=O)[C@H](CC(C)C)NC(=O)[C@@H]1CCCN1C(=O)[C@@H]1CCCN1C(=O)[C@H](CC(=O)O)NC(=O)[C@@H](N)CC(=O)O)C(=O)N[C@@H](CC(=O)O)C(=O)N[C@@H](CC(C)C)C(=O)N[C@H](C(=O)N[C@@H](Cc1ccccc1)C(=O)N[C@@H](Cc1cnc[nH]1)C(=O)N[C@@H](CC(C)C)C(=O)N[C@@H](CC(C)C)C(=O)N[C@@H](CCCNC(=N)N)C(=O)N[C@H](C(=O)N[C@@H](CC(C)C)C(=O)N[C@@H](CC(C)C)C(=O)N[C@@H](CCC(=O)O)C(=O)N[C@@H](CC(C)C)C(=O)N[C@@H](C)C(=O)N[C@@H](CCCNC(=N)N)C(=O)N[C@H](C(=O)N[C@@H](CCC(N)=O)C(=O)N[C@@H](CO)C(=O)N[C@@H](CCC(N)=O)C(=O)N[C@@H](CCCNC(=N)N)C(=O)N[C@@H](CCC(=O)O)C(=O)N[C@@H](CCCNC(=N)N)C(=O)N[C@@H](C)C(=O)N[C@@H](CCC(=O)O)C(=O)N[C@@H](CCC(N)=O)C(=O)N[C@@H](CC(N)=O)C(=O)N[C@@H](CCCNC(=N)N)C(=O)N[C@H](C(=O)N[C@H](C(=O)N[C@@H](Cc1ccccc1)C(=O)N[C@@H](CC(=O)O)C(=O)N[C@@H](CO)C(=O)N[C@H](C(N)=O)C(C)C)[C@@H](C)CC)[C@@H](C)CC)[C@@H](C)O)[C@@H](C)O)[C@@H](C)O
1%	CCOc1nc(NC(=O)NS(=O)(=O)Oc2ccc(Cl)cc2)nc(-c2ccccc2)n1
-5%	COc1ccc(O[C@H]2C=C[C@@H](c3ccccc3)O[C@@H]2CO/N=C(\C)CCC(=O)OC[C@H]2O[C@H](c3ccccc3)C=C[C@@H]2Oc2ccc(OC)cc2)cc1
-20%	CCOC(=O)c1c(/C=N/Nc2ccccc2)c2sc(C)cc2n1C
-7%	COc1cc(N2C(=O)CSC23C(=O)N(C)c2ccccc23)cc(OC)c1OC (stereo unspecified)
2%	CC1(C(=O)NC(=S)N(CCC#N)Cc2cccnc2)CC1(Cl)Cl (stereo unspecified)
-26%&-28%	CC(=Nc1ccccc1N)c1c(C)cc(=O)n(O)c1O
-5%	CCN1CCN(Cc2ccc3c(c2)Cc2ccccc2-3)CC1
13%	CNC1=CN=C(c2ccccc2)c2cc(Cl)ccc2N1
-13%[88.6 µM]	Cc1cccc([C@H]2[C@@H]3C=CCC[C@@]3(C)C(=O)N2Cc2ccccc2)c1
-5%	CC1(C)Oc2ccc3ccc(=O)oc3c2/C(=C/NCCN/C=C2\C(=O)C(C)(C)Oc3ccc4ccc(=O)oc4c32)C1=O
-17%&-3%	Oc1c(CNc2ccccc2)cc(COCc2ccccc2)c2cccnc12
0%	Cn1nnnc1Sc1ncnc2scc(-c3cccc(Br)c3)c12
-3%	O=c1oc2ccccc2cc1-c1csc(Nc2nc3ccc(F)cc3s2)n1
-14%	O=C(c1ccccc1)[C@H]1[C@H](c2ccccc2)[C@@]2(N=C(c3ccccc3)OC2=O)C2c3ccccc3C=NN21 (stereo partly specified)
?	CC(=O)NC(c1cccs1)c1cc(F)c2cccnc2c1O (stereo unspecified)
6%[88.6 µM]	CCCCCC/C=C1\CC(C(=O)OCC)Oc2ccccc21 (stereo unspecified) (tested in a mixture with another compound)
-5%	C/C(=N\NC(=O)c1ccc2nc[nH]c2c1)c1ccc([N+](=O)[O-])cc1
-4%	COc1ccc(N2C(C(C)=O)=NN(c3ccccc3)C2c2cccs2)cc1 (stereo unspecified)
18%	C(=C\c1ccc(/C=C/c2ccccc2)nn1)/c1ccccc1
-1%	O=C(NCCCN1CCCC1)c1ccc(Cn2c(=S)[nH]c3ccc(Br)cc3c2=O)cc1
-4%	COc1nc(NC(C)=O)nc(C)c1Br
0%[21.4 µM]	CN[C@H]1[C@@H](O[C@@H]2[C@H](O[C@@H]3[C@@H](O)[C@@H](O)[C@@H](N=C(N)N)[C@@H](O)[C@@H]3N=C(N)N)O[C@H](C)[C@@]2(O)C=O)O[C@@H](CO)[C@@H](O)[C@H]1O
-5%	O=C(Cn1nnc2ccccc21)OCC(=O)c1ccc(Cl)cc1
1%	COC(=O)c1c(-c2ccc(C)cc2)csc1NC(=O)c1c(-c2ccccc2)noc1C

Given as a markdown table: entries from further up
| structure | GCN5L2 inh |
| --- | --- |
| C/C(=N\NC(=O)c1ccc2nc[nH]c2c1)c1ccc([N+](=O)[O-])cc1 | -5% |
| COc1ccc(N2C(C(C)=O)=NN(c3ccccc3)C2c2cccs2)cc1 (stereo unspecified) | -4% |
| C(=C\c1ccc(/C=C/c2ccccc2)nn1)/c1ccccc1 | 18% |

Later entries
GCN5L2 inh	structure
-4%	O=C(Cc1csc(-c2ccccc2)n1)NCc1ccccc1F
28µM*	Nc1c(S(=O)(=O)O)cc(Nc2ccc(Cl)cc2)c2c1C(=O)c1ccccc1C2=O
-3%	O=C(Nc1nccs1)c1c(O)c2cccc3c2n(c1=O)CCC3
-2%	CN(C)S(=O)(=O)c1cccc(NC(=O)c2cnccn2)c1
-5%	COc1cccc(Cn2c(C3CC3)nc3ccc(NC(=O)c4ccco4)cc3c2=O)c1
3%	Cc1ccc(C(=O)Oc2oc(-c3ccco3)nc2C=Nc2ccccc2)cc1
-19%	CCOC(=O)C1=C(C)NC(SCC(=O)Nc2nc(C)cs2)=C(C#N)C1c1cccs1 (stereo unspecified)
-7%	COc1ccc(Nc2cc(C(=O)NCc3cccnc3)c3ccccc3n2)c(OC)c1
-2%	CCn1c(=O)c(C(=O)Nc2cnccn2)c(O)c2ccccc21
-1%	Cc1nc(NC2=NCN(Cc3ccco3)CN2)nc2ccccc12
-4%	CCCCc1c(C)c(C#N)c2nc3ccccc3n2c1Cl
1%	CCOC(=O)Cn1c(=O)n(C2CCCCC2)c2nc(-c3ccc(OC)cc3)nc(C(N)=O)c21

Overlap with the part before: 7 compounds; new compounds follow.
GCN5L2 inh	structure
3%	Cc1ccc(C(=O)Oc2oc(-c3ccco3)nc2C=Nc2ccccc2)cc1
-19%	CCOC(=O)C1=C(C)NC(SCC(=O)Nc2nc(C)cs2)=C(C#N)C1c1cccs1 (stereo unspecified)
-7%	COc1ccc(Nc2cc(C(=O)NCc3cccnc3)c3ccccc3n2)c(OC)c1
-2%	CCn1c(=O)c(C(=O)Nc2cnccn2)c(O)c2ccccc21
-1%	Cc1nc(NC2=NCN(Cc3ccco3)CN2)nc2ccccc12
-4%	CCCCc1c(C)c(C#N)c2nc3ccccc3n2c1Cl
1%	CCOC(=O)Cn1c(=O)n(C2CCCCC2)c2nc(-c3ccc(OC)cc3)nc(C(N)=O)c21
-1%	Cc1ccc2c(COn3nnc4ccc(S(=O)(=O)N(C)C)cc43)cc(=O)oc2c1C
-3%	CSCC[C@H](NC(=O)[C@H](Cc1c[nH]c2ccccc12)NC(=O)CNC(=O)[C@H](Cc1ccc(O)cc1)NC(=O)[C@H](C)NC(=O)[C@H](CCC(=O)O)NC(=O)[C@H](CCC(=O)O)NC(=O)[C@H](CCC(=O)O)NC(=O)[C@H](CCC(=O)O)NC(=O)[C@H](CCC(=O)O)NC(=O)[C@H](CC(C)C)NC(=O)[C@H](Cc1c[nH]c2ccccc12)NC(=O)[C@@H]1CCCN1C(=O)CNC(=O)[C@@H]1CCC(=O)N1)C(=O)N[C@@H](CC(=O)O)C(=O)N[C@@H](Cc1ccccc1)C(=O)NCC(=O)O
-3%	COC(=O)c1ccc(-c2ccc(C(=O)N3CCCN(C)CC3)cc2)cc1
-11%	COc1oc(=O)c2cc(N)ccc2c1Cl
-8%	CN(C)c1nc(NCc2ccccc2)nc(N/N=C/c2ccccc2F)n1
-10%	CCOc1ccc(NC(=O)CCSc2nc(-c3ccc4c(c3)OCO4)cc(C(F)(F)F)n2)cc1
-5%	O=C(Cc1cccs1)Nc1nnc(Cc2ccc(F)cc2)s1
3%	CCN1CCN(CCCNC(=O)C(NC(=O)C2CCC(C)CC2)C(C)C)CC1 (stereo unspecified)
4%	Cc1c(Cl)cccc1Nc1ncccc1C(=O)OCC(O)CO (stereo unspecified)
2%	CCCN(CCC)CCNC(=O)CN1C(=O)COc2ccc(S(=O)(=O)N3CCC(C)CC3)cc21
-16%	CCCC(=O)NCCc1c2n(c3ccc(OC)cc13)CCCc1ccccc1-2
-10%	COc1cccc2c1oc1c(SCc3nc4ccccc4[nH]3)nc(C)nc12
2%	CCC(C)C(NC(=O)C(Cc1ccc(O)cc1)NC(=O)C(N)C(C)C)C(=O)NC(Cc1cnc[nH]1)C(=O)N1CCCC1C(=O)NC(Cc1ccccc1)C(=O)O (stereo unspecified)
-17%	Cc1ncc(CO)c(/C=N/NC(=O)c2cc(O)c(O)c(O)c2)c1O
-7%	CC[C@H](C)[C@H](NC(=O)[C@H](CC(C)C)NC(=O)[C@@H](N)CO)C(=O)NCC(=O)N[C@@H](CCCN=C(N)N)C(=O)N[C@@H](CC(C)C)C(=O)O
2%	COc1ccc2nc3sc(C(=O)NCc4cccs4)c(N)c3cc2c1
-6%[21.4 µM]	CO[C@]1(NC(=O)[C@H](C(=O)O)c2ccc(O)cc2)C(=O)N2C(C(=O)O)=C(CSc3nnnn3C)CO[C@H]21
-13%	CC(=O)N(O)C/C=C/c1cccc(Oc2ccccc2)c1
-3%	COc1ccc2oc(=O)c(C(=O)NCCc3c(C)[nH]c4c(Cl)cccc34)cc2c1
?	Cc1sc2nc(CSc3nc4ccccc4s3)[nH]c(=O)c2c1C
-14%	Cc1ccc(SCC(=O)NC(=O)NCc2ccco2)cc1C
0%	COc1ccc(N2CCN(S(=O)(=O)c3ccc(C4CCCCC4)cc3)CC2)cc1
